A340 absorber = compounds absorbing at 340 nm. compound absorbance at 340 nm, fold over control. fold change at 10 µM. 65,000 tested, under 10 active;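 active = at 10 µM dose, initial 340 nm absorbance at least 2 fold that of control wells; inactive = change under 2 fold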;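 also: initial absorbance extrapolated from kinetic A340 decline of NADH oxidation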
NADH coupling = inhibition of NAD/NADH coupling enzymes, library profiling. coupled PK/LDH NADH assays, four targets. IC50, µM (series often up to 10 µM), for the others: at the highest dose inhibition. hit rate 0.02% among 65,000. AID 774;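 active = single-dose screening hits from any of four coupled enzyme assays that gave an IC50 when retested across doses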;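 also: the DPM-DC format reads NADH fluorescence rather than 340 nm absorbance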
PKA inh = blocks human protein kinase A activity | hit rate 0.1% among 65,000 | AID 524 | inhibition, % at 6 µM | PKA Kemptide phosphorylation, Kinase-Glo ATP luminescence | P17612;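 active = inhibition above the screen-wide mean inhibition plus 3 SD, cut at about 21% in these data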; also: many of its hits are not listed in these tables
ROCK2 inh = inhibitors of human Rho kinase 2. hit rate 0.35% among 60,000. inhibition, % at 6 µM. purified ROCK2, Kinase-Glo ATP depletion luminescence. AID 604. O75116;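 active = inhibition above the screen-wide mean inhibition plus 3 SD, cut at about 18% in these data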;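 also: plate controls were DMSO wells for no effect and Y-27632 control wells after no-enzyme background subtraction for full effect; many of its hits are not listed in these tables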
Autofluor 339 = intrinsic fluorescence of library compounds, ex339/em460 – biochemical, MLSMR library, data from DPM-DC assay, artefact control, profiling panel. hit rate 5.5% among 65,000. fluorescence fold increase at 10 µM. compound autofluorescence, ex339/em460 nm, NADH buffer; hits give high values; 1 = no-compound wells, NADH background;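 active = at 10 µM, mean starting fluorescence two-fold or more over control wells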;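 also: signal is the first read of a kinetic run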
JNK3 inh = JNK3 (human) kinase inhibition | P53779 | purified JNK3 kinase activity, HTS | inhibition, % at 8 µM | hit rate 0.61% among 60,000 | AID 746; in the data active = inhibition above about 17%;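 also: 0% = DMSO and 100% = reference inhibitor; many of its hits are not listed in these tables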
Target sequence (P53779 whole entry, looked up): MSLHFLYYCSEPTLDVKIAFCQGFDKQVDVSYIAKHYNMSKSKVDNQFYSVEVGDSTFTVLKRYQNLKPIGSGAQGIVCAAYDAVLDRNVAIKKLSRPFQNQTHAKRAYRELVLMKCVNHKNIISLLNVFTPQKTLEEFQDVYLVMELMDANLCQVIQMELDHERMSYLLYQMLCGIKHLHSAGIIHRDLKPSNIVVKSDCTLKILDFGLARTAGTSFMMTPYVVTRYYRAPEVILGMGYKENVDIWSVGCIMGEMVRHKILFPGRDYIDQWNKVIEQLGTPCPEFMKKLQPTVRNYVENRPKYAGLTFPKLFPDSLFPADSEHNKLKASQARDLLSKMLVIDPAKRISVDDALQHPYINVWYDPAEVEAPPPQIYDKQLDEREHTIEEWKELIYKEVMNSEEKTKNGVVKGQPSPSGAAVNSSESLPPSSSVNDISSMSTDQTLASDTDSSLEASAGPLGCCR
tolC growth inh = growth inhibitors of E. coli BW25113 tolC mutant; OD615; AID 573; growth inhibition, % at 10 µM (by protocol); hit rate 2.2% among 65,000;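 active = growth inhibition at or above a cutoff equal to the mean over every tested compound plus 3 SD, cut at about 60% in these data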;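 also: growth measured after 20 h incubation at 37 °C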
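Test system: tolC-deleted E. coli BW25113 | Medium: LB with kanamycin 50 µg/mL | Compound dosing: Single concentration, 10 µM final per compound | Schedule: 37 °C, 20 h exposure | Measured by: OD at 615 nm | Evaluation: Percent growth inhibition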
MMP-13 inhibitor = inhibitors of human MMP13; P45452; MMP-13 fTHP FRET cleavage, Mca fluorescence; inhibition, % at 4 µM; hit rate 0.07% among 65,000; AID 570;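 active = inhibition above the mean of compound-free control plate wells plus 3 SD, cut at about 14% in these data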;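 also: 0% = DMSO wells and 100% = wells with reference MMP-13 inhibitor after basal subtraction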
HEK293 NFkB inh = lowers PMA/ionomycin-induced NF-kB signal in HEK293 cells | inhibition, % at 3 µM | HEK-293 NF-kB luciferase reporter, luminescence | AID 465 | hit rate 0.21% among 62,000;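 active = inhibition above the mean of all tested compounds plus 3 SD, cut at about 40% in these data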;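 also: 0% = stimulated DMSO wells and 100% = 10 µM reference inhibitor 5653914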
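Timing: 1 h pretreatment, 16 h stimulation, 37 °C; system: HEK-293 cells with stable firefly luciferase reporter driven by four HIV NF-kB elements; doses: 3 µM once, 0.30% DMSO; measured by: luciferase luminescence; control set: DMSO and 10 µM reference inhibitor; repeats: single test; reagent: PMA plus ionomycin mix as NF-kB-activating stimulus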
* = called active by the depositor; [ ] = dose if it differs, or a comment. The list is partial; rates above refer to the full screens.

Screening C=CCOc1ccc(C2N3CC4(C)CN2CC(CCC)(C3)C4=O)cc1 (stereo unspecified) returned A340 absorber 0.99, NADH coupling 4%, PKA inh -3, ROCK2 inh -2, Autofluor 339 1.1, JNK3 inh -4, tolC growth inh -4, MMP-13 inhibitor 3 and HEK293 NFkB inh 8.
Screening CC1=C(C#N)C(=O)NC(C)(C)C1 returned A340 absorber 0.99, NADH coupling 2%, PKA inh -1, ROCK2 inh 3, Autofluor 339 1, JNK3 inh -1, tolC growth inh -11, MMP-13 inhibitor 3 and HEK293 NFkB inh 0.
COCCOc1ccc(C(F)(F)F)cc1Nc1nc2ccccc2o1 was read as A340 absorber 1, NADH coupling 2%, PKA inh 5, ROCK2 inh 1, Autofluor 339 1.2, JNK3 inh 0, tolC growth inh 17, MMP-13 inhibitor -10 and HEK293 NFkB inh 8.
`COc1ccc(C2C(C(=O)N3CCN(C)CC3)c3ccccc3C(=O)N2C2CCCCC2)cc1` (stereo unspecified) gave A340 absorber 1, NADH coupling 0%, PKA inh 0, ROCK2 inh -3, Autofluor 339 1.1, JNK3 inh 5, tolC growth inh -13, MMP-13 inhibitor 0 and HEK293 NFkB inh 1.
Screening Cn1c(C(=O)N2CCC(C(=O)N3CCN(Cc4ccc5c(c4)OCO5)CC3)CC2)cc2sccc21 returned A340 absorber 1, NADH coupling 8%, PKA inh 4, ROCK2 inh 5, Autofluor 339 1, JNK3 inh -1, tolC growth inh 9, MMP-13 inhibitor -4 and HEK293 NFkB inh 6.
For CCCOc1ccc(CN(CCO)CCO)cc1C(=O)OC the results were A340 absorber 1.1, NADH coupling 5%, PKA inh 2, ROCK2 inh 4, Autofluor 339 1.1, JNK3 inh -10, tolC growth inh -22, MMP-13 inhibitor 6 and HEK293 NFkB inh 10.
Screening CC(C)(C)OC(=O)N[C@H](Cc1ccccc1)C(=O)N1CCC(C(=O)O)CC1 returned A340 absorber 0.98, NADH coupling 7%, PKA inh 1, ROCK2 inh -2, Autofluor 339 1.1, JNK3 inh -1, tolC growth inh -6, MMP-13 inhibitor 1 and HEK293 NFkB inh 7.
CN(C)S(=O)(=O)c1ccc(S(=O)(=O)N(CC(=O)Nc2ccccc2)Cc2ccco2)cc1 was read as A340 absorber 1, NADH coupling 2%, PKA inh 4, ROCK2 inh -4, Autofluor 339 1.1, JNK3 inh -11, tolC growth inh 9, MMP-13 inhibitor 6 and HEK293 NFkB inh 15.
`Cc1cccc(N(CC(O)CN(C)C)S(=O)(=O)c2ccccc2)c1` (stereo unspecified) gave A340 absorber 0.99, NADH coupling 6%, PKA inh 3, ROCK2 inh -2, Autofluor 339 1.1, JNK3 inh 0, tolC growth inh -21 and MMP-13 inhibitor -2.
`O=C(Nc1nc(-c2cccs2)cs1)c1cccc(S(=O)(=O)N2CCCCCC2)c1` gave A340 absorber 1.1, NADH coupling 5%, PKA inh 7, ROCK2 inh 3, Autofluor 339 1.4, JNK3 inh 6, tolC growth inh 44, MMP-13 inhibitor -6 and HEK293 NFkB inh 9.
Cc1nnc(NC(=O)c2ccc(S(=O)(=O)N3CCCCCC3)cc2)o1 was read as A340 absorber 1, NADH coupling 8%, PKA inh 6, ROCK2 inh 1, Autofluor 339 1, JNK3 inh 0, tolC growth inh 56, MMP-13 inhibitor -2 and HEK293 NFkB inh 30.
Screening Cn1c(=O)c2c(nc(CN3CCN(C(=O)c4ccco4)CC3)n2Cc2ccc(Cl)cc2)n(C)c1=O returned A340 absorber 1, NADH coupling 6%, PKA inh -3, ROCK2 inh 2, Autofluor 339 1.1, JNK3 inh 3, MMP-13 inhibitor 6 and HEK293 NFkB inh -2.
For CSc1nc2ccc(Nc3nc(N4CCOCC4)nc(N4CCOCC4)n3)cc2s1 the results were A340 absorber 1.1, NADH coupling 3%, PKA inh -3, ROCK2 inh 3, Autofluor 339 1.1, JNK3 inh 5, tolC growth inh 4, MMP-13 inhibitor 1 and HEK293 NFkB inh 11.
Screening CCCCN(C)C(=O)CCCCn1c(=O)[nH]c2cc(OCC)c(OCC)cc2c1=O returned A340 absorber 1, NADH coupling 4%, PKA inh 8, ROCK2 inh 3, Autofluor 339 2.2*, JNK3 inh -2, tolC growth inh 18, MMP-13 inhibitor -26 and HEK293 NFkB inh 6.
Screening Cc1nc(N2CCN(C(=O)c3ccco3)CC2)c2oc3ccccc3c2n1 returned A340 absorber 1.1, NADH coupling 3%, PKA inh -5, Autofluor 339 1.1, tolC growth inh 8, MMP-13 inhibitor 2 and HEK293 NFkB inh 10.

Arranged by formula weight (ascending): part of the list above
For CCCOc1ccc(CN(CCO)CCO)cc1C(=O)OC the results were A340 absorber 1.1, NADH coupling 5%, PKA inh 2, ROCK2 inh 4, Autofluor 339 1.1, JNK3 inh -10, tolC growth inh -22, MMP-13 inhibitor 6 and HEK293 NFkB inh 10.
Cc1nnc(NC(=O)c2ccc(S(=O)(=O)N3CCCCCC3)cc2)o1 was read as A340 absorber 1, NADH coupling 8%, PKA inh 6, ROCK2 inh 1, Autofluor 339 1, JNK3 inh 0, tolC growth inh 56, MMP-13 inhibitor -2 and HEK293 NFkB inh 30.
For CSc1nc2ccc(Nc3nc(N4CCOCC4)nc(N4CCOCC4)n3)cc2s1 the results were A340 absorber 1.1, NADH coupling 3%, PKA inh -3, ROCK2 inh 3, Autofluor 339 1.1, JNK3 inh 5, tolC growth inh 4, MMP-13 inhibitor 1 and HEK293 NFkB inh 11.

New compounds follow:
Cc1cc(OCC(=O)N2CCOCC2)cc2oc(=O)c3ccccc3c12 was read as A340 absorber 1, NADH coupling 0%[fluoresces], PKA inh 8, ROCK2 inh 8, Autofluor 339 2.9*, JNK3 inh 4, tolC growth inh 25, MMP-13 inhibitor -191[fluorescence artefact?] and HEK293 NFkB inh 11.
COc1ccc2cc(C(c3nnnn3Cc3ccccc3)N3CCCCCC3)c(=O)[nH]c2c1 (stereo unspecified) was read as A340 absorber 1.1, NADH coupling 9%, PKA inh 11, ROCK2 inh 6, Autofluor 339 1.3, JNK3 inh 7, tolC growth inh 12, MMP-13 inhibitor -4 and HEK293 NFkB inh 6.
For COc1cccc(C2CC(c3ccccc3Cl)n3nc(N)nc3N2)c1 (stereo unspecified) the results were A340 absorber 0.99, NADH coupling 2%, PKA inh 0, ROCK2 inh 5, Autofluor 339 1.1, JNK3 inh 1, tolC growth inh 18 and MMP-13 inhibitor -13.
`CCc1nc(N2CCN(C(=O)c3ccco3)CC2)c2oc3ccccc3c2n1` gave A340 absorber 1, NADH coupling 8%, PKA inh 7, ROCK2 inh 2, Autofluor 339 1.2, JNK3 inh 7, tolC growth inh 39, MMP-13 inhibitor 4 and HEK293 NFkB inh 3.
`CCOC(=O)CC(=O)Nc1ccc(C(=O)OCC)cc1` gave A340 absorber 1.1, NADH coupling 3%, PKA inh 5, ROCK2 inh 7, Autofluor 339 1.1, JNK3 inh -3, tolC growth inh -5, MMP-13 inhibitor 1 and HEK293 NFkB inh 3.
O=C(CSc1nnc(NC2CCCCC2)s1)NC1CCS(=O)(=O)C1 (stereo unspecified) was read as A340 absorber 1, NADH coupling 3%, PKA inh 0, ROCK2 inh 2, Autofluor 339 1.2, JNK3 inh 7, tolC growth inh -16, MMP-13 inhibitor 0 and HEK293 NFkB inh 4.
For COC(=O)C(C(=O)N1CCN(C)CC1)C1CCCCCC1 (stereo unspecified) the results were A340 absorber 1.1, NADH coupling 2%, PKA inh 1, ROCK2 inh -2, Autofluor 339 1.1, JNK3 inh -9, tolC growth inh -9, MMP-13 inhibitor 2 and HEK293 NFkB inh 28.
COc1cc2cc(CN(CCN3CCCC3)C(=O)Nc3ccccc3Cl)c(=O)[nH]c2cc1OC was read as A340 absorber 1.1, NADH coupling 28%[fluoresces], PKA inh 3, ROCK2 inh 1, Autofluor 339 2.1*, JNK3 inh 4, tolC growth inh -14, MMP-13 inhibitor -59 and HEK293 NFkB inh 2.
`COc1ccc(CCNC2CC(=O)N(CCc3ccccc3)C2=O)cc1OC` (stereo unspecified) gave A340 absorber 0.97, NADH coupling 2%, PKA inh 8, ROCK2 inh 5, Autofluor 339 1.2, JNK3 inh -1, tolC growth inh -6, MMP-13 inhibitor 1 and HEK293 NFkB inh 8.
For Cn1c(=O)c2c(nc(CN3CCN(CCO)CC3)n2Cc2ccccc2Cl)n(C)c1=O the results were A340 absorber 1, NADH coupling 9%, PKA inh -6, ROCK2 inh -3, Autofluor 339 1.1, JNK3 inh -2, tolC growth inh -3, MMP-13 inhibitor 1 and HEK293 NFkB inh 19.
For CCC(=O)N1CCN=C1SCc1ccc(F)cc1 the results were A340 absorber 1, NADH coupling 7%, PKA inh 4, ROCK2 inh 6, Autofluor 339 1.1, JNK3 inh -3, tolC growth inh -17, MMP-13 inhibitor -3 and HEK293 NFkB inh 3.
For O=C1CCCN1CC(CN1CCOCC1)Sc1nnnn1-c1ccccc1 (stereo unspecified) the results were A340 absorber 1.1, NADH coupling 3%, PKA inh 1, Autofluor 339 1.1, tolC growth inh -16, MMP-13 inhibitor -2 and HEK293 NFkB inh 18.
Screening CC(C)(Oc1cccc2ccccc12)C(=O)O returned A340 absorber 1, NADH coupling 5%, PKA inh 7, ROCK2 inh 5, Autofluor 339 1.1, JNK3 inh 0, tolC growth inh -3, MMP-13 inhibitor -10 and HEK293 NFkB inh -4.
`CCS(=O)(=O)NCc1ccc2[nH]c3c(c2c1)CCCC3` gave A340 absorber 1, NADH coupling 4%, PKA inh -1, ROCK2 inh -2, Autofluor 339 1.3, JNK3 inh 2, tolC growth inh 15, MMP-13 inhibitor -12 and HEK293 NFkB inh 7.
For O=C(CN1C(=O)c2ccccc2S1(=O)=O)NCCSCc1ccco1 the results were A340 absorber 1, NADH coupling 4%, PKA inh 4, ROCK2 inh 3, Autofluor 339 1.1, JNK3 inh 4, tolC growth inh 5 and MMP-13 inhibitor -7.
Screening Cc1cccc(NC(=O)CN(C)S(=O)(=O)c2ccccc2)n1 returned A340 absorber 1, NADH coupling 2%, PKA inh 6, ROCK2 inh 4, Autofluor 339 1, JNK3 inh -5, tolC growth inh 2, MMP-13 inhibitor 2 and HEK293 NFkB inh 16.
For COCCCNc1nc2c(c(=O)[nH]c(=O)n2C)n1CC(O)COc1ccccc1C (stereo unspecified) the results were A340 absorber 1.1, NADH coupling 0%, PKA inh 6, ROCK2 inh 0, Autofluor 339 1.1, JNK3 inh 7, tolC growth inh -8, MMP-13 inhibitor 6 and HEK293 NFkB inh 18.
For O=C(c1cnn(-c2nc3ccccc3s2)c1)c1ccccc1O the results were A340 absorber 1.1, NADH coupling 6%, PKA inh -4, ROCK2 inh 0, Autofluor 339 1.1, JNK3 inh 0, tolC growth inh -6, MMP-13 inhibitor 6 and HEK293 NFkB inh 7.
Screening COC(=O)c1sc2nc(CN3CCOCC3)nc(N3CCOCC3)c2c1C returned A340 absorber 1.1, NADH coupling 6%, PKA inh 6, ROCK2 inh 5, Autofluor 339 1.2, JNK3 inh 2, tolC growth inh -18, MMP-13 inhibitor -4 and HEK293 NFkB inh 7.
`O=C(CSc1nnc(-c2ccncc2)n1C1CCCCC1)Nc1ccccc1` gave A340 absorber 1, NADH coupling 6%, PKA inh -6, ROCK2 inh 0, Autofluor 339 1.1, JNK3 inh -3, tolC growth inh -10, MMP-13 inhibitor 2 and HEK293 NFkB inh 15.
